Compound activity as filed in PubChem.
CHT PAM: CHT positive allosteric modulators, primary screen, cell-based, membrane potential dye, choline EC20. CHT-expressing cells; hits give high values; LV-AA mutant CHT in HEK293 cells. hit rate 0.49% among 310,000. B-score at 10 µM. High affinity choline transporter 1 (Homo sapiens), Q9GZV3;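 active means initial fluorescence not abnormally high and integrated response B-score, plate-corrected, over 3 SD above library mean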
Target sequence (Q9GZV3 whole entry, looked up): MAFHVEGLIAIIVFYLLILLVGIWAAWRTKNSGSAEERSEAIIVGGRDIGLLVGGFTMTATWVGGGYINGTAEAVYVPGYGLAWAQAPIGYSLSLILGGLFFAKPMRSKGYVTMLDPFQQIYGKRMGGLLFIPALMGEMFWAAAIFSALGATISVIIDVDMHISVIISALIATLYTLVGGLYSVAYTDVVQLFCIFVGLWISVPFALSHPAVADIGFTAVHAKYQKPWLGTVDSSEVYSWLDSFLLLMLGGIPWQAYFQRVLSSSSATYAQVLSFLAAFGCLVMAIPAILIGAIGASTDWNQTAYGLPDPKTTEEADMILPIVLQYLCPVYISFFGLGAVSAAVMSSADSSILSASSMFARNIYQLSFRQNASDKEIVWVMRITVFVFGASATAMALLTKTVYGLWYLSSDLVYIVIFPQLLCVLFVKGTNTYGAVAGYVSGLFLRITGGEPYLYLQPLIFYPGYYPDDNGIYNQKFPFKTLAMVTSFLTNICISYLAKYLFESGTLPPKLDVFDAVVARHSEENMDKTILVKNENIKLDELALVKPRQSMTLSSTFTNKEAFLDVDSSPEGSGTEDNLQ
CHT block: inhibitors of human choline transporter CHT. High affinity choline transporter 1 (Homo sapiens), Q9GZV3. CHT-expressing cells, membrane potential dye, choline response; hits give low values. B-score at 10 µM. hit rate 0.86% among 310,000. AID 488975, 2010;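 active means B-score over 3 SD under the library average, and starting fluorescence ratio not unusually high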;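 further: choline stimulus applied at its EC90 after an EC20 pre-addition; B-score computed on integrated fluorescence ratio after choline addition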
Numbers without * were called inactive. Some of the compounds tested; rates above refer to the full screens.

Results for Cc1cccc(OCC(=O)N2CCN(Cc3ccc4c(c3)OCO4)CC2)c1 ?
CHT PAM: inactive; CHT block: inactive

What do the screens show for `CCC(=NCCCn1ccnc1)c1c(O)n(-c2ccccc2)c(=O)[nH]c1=O`?
CHT PAM: inactive; CHT block: inactive

How did CC(C)Cc1nc(N2CCNCC2)c(C#N)c2c1CCC2 do in these assays?
CHT PAM: inactive; CHT block: inactive

How did COc1ccc(OC)c(CNCCc2ccc(OC)c(OC)c2)c1 do in these assays?
CHT PAM: inactive; CHT block: inactive

Results for CN(C)C(=O)Oc1ccc(OCc2n(C)c3ccccc3[n+]2C)cc1 ?
CHT PAM: inactive; CHT block: inactive

What do the screens show for `C[C@H](N)CN1CCc2ccc(Br)cc21`?
CHT PAM: inactive; CHT block: inactive

How did O=c1[nH]c(=O)n(CCC2=CCCCC2)c(O)c1/C=N/N1CCOCC1 do in these assays?
CHT PAM: inactive; CHT block: inactive

What do the screens show for `CC(=NCCCO)c1c(O)[nH]c(=O)[nH]c1=O`?
CHT PAM: inactive; CHT block: inactive

How did C=C1C(=O)O[C@@H]2C[C@@H](C)[C@@H]3C4OC4C(=O)[C@@]3(C)[C@@H](O)[C@H]12 (stereo partly drawn) do in these assays?
CHT PAM: inactive; CHT block: inactive

Results for COc1cc2c(cc1O)C[C@H]1NCCc3cc4c(c-2c31)OCO4 ?
CHT PAM: inactive; CHT block: inactive

Results for Cc1ccc(C2C(S(C)(=O)=O)=C(O)C(=O)N2c2ccccc2)cc1 (stereo not drawn) (tested in a mixture with another compound) ?
CHT PAM: inactive; CHT block: inactive

How did O=C(COC(=O)Cc1ccccc1)Nc1cccnc1Cl do in these assays?
CHT PAM: inactive; CHT block: inactive

Results for CCN1CCN(CC(=O)c2c(C)n(Cc3ccccc3)c3ccc(OC)cc23)CC1 ?
CHT PAM: inactive; CHT block: inactive

How did CCOc1ccccc1NC(=O)N1CCC2(CC1)OCCO2 do in these assays?
CHT PAM: inactive; CHT block: inactive

Results for CC(C)C(=O)c1cn(Cc2ccccc2C#N)c2ccccc12 ?
CHT PAM: inactive; CHT block: inactive

What do the screens show for `O=C(CCn1c(=O)oc2ccccc21)N1CCC2(CC1)OCCO2`?
CHT PAM: inactive; CHT block: inactive

Results for CSc1ccccc1C(=O)C1CCCN(Cc2ccn[nH]2)C1 (stereo not drawn) ?
CHT PAM: inactive; CHT block: inactive

How did Cc1cc(C=O)c(C)n1C1CC1 do in these assays?
CHT PAM: inactive; CHT block: inactive

Results for Cc1c(N=Cc2c(O)n(C)c(=O)[nH]c2=O)c(=O)n(-c2ccccc2)n1C ?
CHT PAM: inactive; CHT block: inactive

What do the screens show for `O=C(c1cn(Cc2ccccc2F)c2ncccc12)C(F)(F)F`?
CHT PAM: inactive; CHT block: inactive

What do the screens show for `O=C1CCN(C(=O)C(Cl)Cl)N1`?
CHT PAM: inactive; CHT block: inactive

What do the screens show for `COc1cc(C)c(CN2CC=C(c3ccc(F)cc3)CC2)cc1C`?
CHT PAM: inactive; CHT block: inactive

How did COC(=O)C1=C(c2ccc(S(C)(=O)=O)cc2)C[C@@H]2CC[C@H]1N2C(=O)N1CCC(O)CC1 do in these assays?
CHT PAM: inactive; CHT block: inactive

What do the screens show for `O=C1NC(=O)C(=Cc2ccc(-c3ccc(F)cc3O)o2)C(=O)N1`?
CHT PAM: inactive; CHT block: inactive

Results for O=P(Nc1cccc(F)c1)(Oc1ccccc1F)Oc1ccccc1F ?
CHT PAM: inactive; CHT block: inactive

Results for O=c1[nH]c(=O)n(C2CCCCCC2)c(O)c1C=NCCCN1CCOCC1 ?
CHT PAM: inactive; CHT block: inactive

How did Cc1cnc(NC(=O)CN2CCCCC2)s1 do in these assays?
CHT PAM: inactive; CHT block: inactive

Results for Cc1c(C(=O)N2CCC3(CC2)OCCO3)oc2ccccc12 ?
CHT PAM: inactive; CHT block: inactive

Results for CCCCn1c(O)c(C(CC)=NCc2ccco2)c(=O)[nH]c1=O ?
CHT PAM: inactive; CHT block: inactive

How did COc1ccc(N2C(=O)NC(=O)/C(=C/c3ccc(N4CCOCC4)cc3)C2=O)cc1 do in these assays?
CHT PAM: inactive; CHT block: inactive

How did CCCCn1c(O)c(C(C)=NCCCn2ccnc2)c(=O)[nH]c1=O do in these assays?
CHT PAM: inactive; CHT block: inactive

How did CC(=NCC1CCCO1)c1c(O)n(C)c(=O)n(C)c1=O (stereo not drawn) do in these assays?
CHT PAM: inactive; CHT block: inactive

Results for COc1cc(CCN)ccc1O ?
CHT PAM: inactive; CHT block: inactive

How did CC1(C)CC2(CCO1)NCCN1C(=O)CSC12 (stereo not drawn) do in these assays?
CHT PAM: inactive; CHT block: inactive

What do the screens show for `O=C(c1ccc(Cl)cc1)C1CCCN(Cc2cccc3cccnc23)C1` (stereo not drawn)?
CHT PAM: inactive; CHT block: inactive

How did Cc1cc(/C=C2\C(=O)NC(=O)N(c3ccc(Br)cc3)C2=O)c(C)n1-c1cc(C(=O)O)cc(C(=O)O)c1 do in these assays?
CHT PAM: inactive; CHT block: inactive

How did CCCCn1c(=O)c(C(=O)Nc2ccc(C)cn2)c(O)c2ccccc21 do in these assays?
CHT PAM: inactive; CHT block: inactive

How did CCN(CC)C(=O)c1ccc(NC(=O)COc2ccccc2F)cc1 do in these assays?
CHT PAM: inactive; CHT block: inactive

Results for C[C@H](NC(=O)N1C[C@H]2C[C@@H](C1)c1cccc(=O)n1C2)C(=O)Nc1ccc(F)c(F)c1 ?
CHT PAM: inactive; CHT block: inactive

What do the screens show for `C=CCn1c(O)c(C=NCCCn2ccnc2)c(=O)[nH]c1=O`?
CHT PAM: inactive; CHT block: inactive

How did Cc1ccccc1-n1c(O)c(/C=N/c2nccs2)c(=O)[nH]c1=O do in these assays?
CHT PAM: inactive; CHT block: inactive

Results for C=CCn1c(O)c(C(C)=NCCC(c2ccccc2)c2ccccc2)c(=O)[nH]c1=O ?
CHT PAM: inactive; CHT block: inactive

Results for c1ccc2nc(N3CCNCC3)ccc2c1 ?
CHT PAM: inactive; CHT block: inactive

Results for COc1ccc(OC)c(NC2=NCCS2)c1 ?
CHT PAM: inactive; CHT block: inactive

How did COc1ccc(C(=O)C2CCCN(Cc3ccc(C)s3)C2)c(OC)c1 (stereo not drawn) do in these assays?
CHT PAM: inactive; CHT block: inactive

How did Cn1c[n+](C)cc1C(O)c1ccccc1 (stereo not drawn) do in these assays?
CHT PAM: inactive; CHT block: inactive

Results for COc1cc(C(=O)N/N=C/C23CC[C@@H](O)CC2(O)CC[C@@H]2[C@@H]3CCC3(C)C(C4=CC(=O)OC4)CCC23O)ccc1O (stereo partly drawn) ?
CHT PAM: inactive; CHT block: inactive

How did CN(C)CC#CCC(O)(c1ccccc1)C1CCCC1 (stereo not drawn) do in these assays?
CHT PAM: inactive; CHT block: inactive

What do the screens show for `O=C(COC(=O)Cc1ccccc1)NCCNC(=O)COC(=O)Cc1ccccc1`?
CHT PAM: inactive; CHT block: inactive

Results for CN=C(SCc1ccccc1)c1c(O)n(C)c(=O)n(C)c1=O ?
CHT PAM: inactive; CHT block: inactive

Results for COc1ccc(-n2c(O)c(C(C)=NCCCn3ccnc3)c(=O)[nH]c2=O)cc1 ?
CHT PAM: inactive; CHT block: inactive

How did CCCc1nnc(NC(=O)CCC(=O)N2CCC3(CC2)OCCO3)s1 do in these assays?
CHT PAM: inactive; CHT block: inactive

Results for COc1cccc(Oc2coc3cc(OC(=O)N(C)C)ccc3c2=O)c1 ?
CHT PAM: inactive; CHT block: inactive

How did COc1ccc(-c2nn(CCC#N)cc2C(=O)NCc2ccccc2)cc1OC do in these assays?
CHT PAM: inactive; CHT block: inactive

What do the screens show for `C=CCN1C(=O)/C(=C/c2ccc3c(c2)CCCN3CCC)C(=O)NC1=S`?
CHT PAM: inactive; CHT block: inactive

How did NCCCCCC(=O)OC1N=C(c2ccccc2Cl)c2cc(Br)ccc2NC1=O (stereo not drawn) do in these assays?
CHT PAM: inactive; CHT block: inactive

Results for Cc1nc2ccccn2c1P(=S)(N1CCCCC1)N1CCCCC1 ?
CHT PAM: inactive; CHT block: -6.5*

What do the screens show for `COc1ccc(C(O)P(=O)(Oc2ccccc2)Oc2ccccc2)cc1` (stereo not drawn)?
CHT PAM: inactive; CHT block: inactive

What do the screens show for `C[C@H]1CCC/C=C/[C@@H]2C[C@H](O)C[C@H]2[C@H](O)/C=C/C(=O)O1`?
CHT PAM: inactive; CHT block: inactive

What do the screens show for `CCC12CN3CCN(CC(C3)/C1=N\O)C2`?
CHT PAM: inactive; CHT block: inactive

Results for COc1ccc2nc(NC3=NCCN3)sc2c1 ?
CHT PAM: inactive; CHT block: inactive

How did CN1C(=O)NC(=O)/C(=C/c2ccc([N+](=O)[O-])s2)C1=O do in these assays?
CHT PAM: inactive; CHT block: inactive

What do the screens show for `Cn1c(O)c(N=Nc2cccc(S(=O)(=O)N3CCOCC3)c2)c(=O)n(C)c1=O`?
CHT PAM: inactive; CHT block: inactive

Results for COc1ccc(C2SCC(=O)Nc3c2c(C)nn3C2CCOC(C)(C)C2)cc1 (stereo not drawn) ?
CHT PAM: inactive; CHT block: inactive

How did Cc1cc(OCC(=O)N2CCC(C(=O)NCC(C)C)CC2)c2c3c(c(=O)oc2c1)CCCC3 do in these assays?
CHT PAM: inactive; CHT block: inactive

What do the screens show for `CC(C)c1ccc(N=Nc2c(O)[nH]c(=O)[nH]c2=O)cc1`?
CHT PAM: inactive; CHT block: inactive

Results for CC(C)c1ccc(C2NCc3ccccc3-n3cccc32)cc1 (stereo not drawn) ?
CHT PAM: inactive; CHT block: inactive

Results for Cc1c(N=Nc2c(O)n(-c3ccc(Br)cc3)c(=O)[nH]c2=O)c(=O)n(-c2ccccc2)n1C ?
CHT PAM: inactive; CHT block: inactive

What do the screens show for `C=CCn1c(O)c(C=Nc2ccc(OC)cc2C)c(=O)[nH]c1=O`?
CHT PAM: inactive; CHT block: inactive

What do the screens show for `Cc1nn(Cc2ccccc2)c(C)c1C(=O)NC1CCCc2ccccc21` (stereo not drawn)?
CHT PAM: inactive; CHT block: inactive

Results for COc1ccc(CNC(=O)CCC(=O)N2C[C@H]3C[C@H](C2)c2cccc(=O)n2C3)cc1OC ?
CHT PAM: inactive; CHT block: inactive

Results for CC(=O)OC1C2CCCC1C(N1CCCC1)CC2 (stereo not drawn) ?
CHT PAM: inactive; CHT block: inactive

Results for C[C@H]1C(=O)O[C@@H]2CCN3CC=C(COC(=O)[C@](C)(O)[C@]1(C)O)[C@H]23 ?
CHT PAM: inactive; CHT block: inactive

Results for Cc1ccc(C)c(C2(O)CC(C)N(C)CC2C)c1 (stereo not drawn) ?
CHT PAM: inactive; CHT block: inactive

How did O=[N+]([O-])c1ccc(CN2CC=C(c3ccccc3)CC2)cc1 do in these assays?
CHT PAM: inactive; CHT block: inactive

How did O=C1CC(N2CC=C(c3ccccc3)CC2)C(=O)N1c1ccc(F)cc1 (stereo not drawn) do in these assays?
CHT PAM: inactive; CHT block: inactive

Results for COCCNC(=O)CN1C2CCC1CC(O)(c1cccnc1)C2 (stereo not drawn) ?
CHT PAM: inactive; CHT block: inactive

What do the screens show for `CC(=Nc1ccc2c(c1)CCC2)c1c(O)n(-c2ccccc2)c(=O)[nH]c1=O`?
CHT PAM: inactive; CHT block: inactive

Results for COc1ccc(CN2CCNCC2)c(OC)c1OC ?
CHT PAM: inactive; CHT block: inactive

Results for O=C(COc1ccc(Cl)cc1)N(c1ccccc1Cl)C1CN2CCC1CC2 (stereo not drawn) ?
CHT PAM: inactive; CHT block: inactive

Results for CCOC(=O)c1c(/N=C/c2c(O)n(-c3cccc(C)c3)c(=O)[nH]c2=O)sc2c1CCCC2 ?
CHT PAM: inactive; CHT block: inactive

How did CC(=NCCC1=CCCCC1)c1c(O)[nH]c(=O)[nH]c1=O do in these assays?
CHT PAM: inactive; CHT block: inactive

What do the screens show for `CCCC(C)n1[nH]c(=O)c2c1NC(=O)CSC2c1ccc(OC)c(OC)c1` (stereo not drawn)?
CHT PAM: inactive; CHT block: inactive
